High-throughput results deposited in PubChem by National Center for Advancing Translational Sciences (NCATS).
12-LOX inh = Primary qHTS assay for inhibitors of human arachidonate 12S-lipoxygenase (ALOX12): Round 2 | Polyunsaturated fatty acid lipoxygenase ALOX12 (Homo sapiens), P18054 | purified 12hLO, xylenol orange hydroperoxide absorbance | Potency, µM (titrated, usually from 108 µM), without a hit: at the top dose activity change, negative = inhibition, most hits filed as inhibitors | 580,000 compounds, 1.1% hits | AID 1671190, 2021; note: potency is the fitted concentration of half-maximal effect; % is set by controls: 0 for no effect and ±100 for the full control effect
Target sequence (P18054 whole entry, looked up): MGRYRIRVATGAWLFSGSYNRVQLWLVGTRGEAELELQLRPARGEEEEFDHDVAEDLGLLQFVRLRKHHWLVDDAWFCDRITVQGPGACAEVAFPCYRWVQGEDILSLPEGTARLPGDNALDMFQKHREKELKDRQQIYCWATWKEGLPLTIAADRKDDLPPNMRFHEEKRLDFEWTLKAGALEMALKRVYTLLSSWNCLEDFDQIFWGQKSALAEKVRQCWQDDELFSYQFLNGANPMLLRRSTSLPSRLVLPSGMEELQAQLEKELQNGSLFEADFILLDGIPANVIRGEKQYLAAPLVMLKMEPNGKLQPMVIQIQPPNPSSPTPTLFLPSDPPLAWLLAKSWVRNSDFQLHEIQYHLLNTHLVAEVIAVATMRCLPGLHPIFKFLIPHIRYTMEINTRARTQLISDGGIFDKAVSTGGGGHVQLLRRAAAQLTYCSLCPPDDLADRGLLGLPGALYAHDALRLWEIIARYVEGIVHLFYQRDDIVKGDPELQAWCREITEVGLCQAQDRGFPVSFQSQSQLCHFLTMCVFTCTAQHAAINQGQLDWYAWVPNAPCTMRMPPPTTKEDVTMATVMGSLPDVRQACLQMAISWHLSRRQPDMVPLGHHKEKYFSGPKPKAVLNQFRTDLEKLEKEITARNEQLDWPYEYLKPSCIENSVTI
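Purified human 12hLO (150 nM final) in 25 mM Hepes, 0.01% Triton X-100, pH 7.0 was preincubated 15 min at room temperature with compound. Then 40 uM arachidonic acid was added, 30 min. Hydroperoxide was read by Fe-XO absorbance ratio 573/405 nm.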
LDHA inh = qHTS assay for inhibitors of human lactate dehydrogenase; L-lactate dehydrogenase A chain (Homo sapiens), P00338; purified LDHA, NADH/diaphorase-resazurin fluorescence; active compounds read low; activity change, % (values are at about 110 or 230 µM); 480,000 compounds, 0.15% hits; in the data active = activity change below about -30%; inconclusive = mostly about -25% to -30%;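 note: plate controls were DMSO wells for no effect and wells without enzyme for full effect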
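Resorufin fluorescence (ex540/em590), read at 0 and 20 min after diaphorase/resazurin addition, reports the NADH left after a 5 min room-temperature reaction of 2 nM human LDH5 with 0.06 mM NADH and 0.2 mM pyruvate.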
Anesthetic bind = qHTS Assay for Identification of Novel General Anesthetics. Ferritin light chain (Equus caballus), P02791. apoferritin/1-aminoanthracene competitive binding, fluorescence. Potency, µM (top dose mostly 77.5 µM), without a hit: at the top dose activity change, negative = displacement, hits mostly inhibitors. 350,000 compounds, 0.074% hits; note: potency is the fitted concentration of half-maximal effect; % is set by controls: 0 for no effect and ±100 for the full control effect; nearly all actives have a fitted effect of over 20% in size
Target sequence (P02791 2-175 limits assumed): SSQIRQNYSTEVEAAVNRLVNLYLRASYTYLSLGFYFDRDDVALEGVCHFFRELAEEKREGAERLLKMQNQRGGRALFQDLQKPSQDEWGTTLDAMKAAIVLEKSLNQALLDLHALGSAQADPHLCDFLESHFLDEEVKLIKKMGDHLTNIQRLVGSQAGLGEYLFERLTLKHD
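Read-out: endpoint 1-AMA fluorescence, excitation 380 nm and emission 535 nm, after compounds sit 10 min at room temperature with 10 uM horse-spleen apoferritin in 50% saturated 1-AMA/PBS. Values come from four-parameter Hill fits.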
ERG Ets-DNA blk = qHTS for Small Molecule Inhibitors of the ERG Ets/DNA interaction. 370,000 compounds, 0.028% hits. Potency, µM (doses to about 76.9 µM), for inactives: top-dose FP activity, negative = inhibition, most hits filed as inhibitors. Transcriptional regulator ERG (Homo sapiens), P11308. fluorescence polarization, His-ERG Ets domain / labelled DNA; active = well fitted inhibition curve with a large enough effect in the polarisation, with a control signal flat; inconclusive = small, poorly fitted or top-dose-only effect, or effect the other way, or a change in a side signal; inactive = no such curve, though single readings can be large or run the other way; the % refers to the polarisation;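 note: polarization taken with two DNA probes labelled with fluorescein and Texas red; potency is the fitted concentration of half-maximal effect; % of control where 0% means no effect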
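His-tagged ERG Ets domain (1 uM in the protein solution; 300mM KCl, 50mM Tris-HCl, 1mM EDTA, 1mM DTT, pH 7.5) received compound, then a probe mix of 5 nM fluorescein-DNA and 100nM Texas-615-DNA. Fluorescence polarization was read for both dyes.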
POLK inh = qHTS for Inhibitors of Polymerase Kappa; DNA polymerase kappa (Homo sapiens), Q9UBT6; purified Pol kappa, fluorescent DNA synthesis assay, 10 min; Potency, µM (highest dose often 107 µM), for the others: top-dose activity, negative = inhibition, actives largely listed as inhibitors; 400,000 compounds, 0.53% hits; note: potency is the fitted concentration of half-maximal effect; % is set by controls: 0 for no effect and ±100 for the full control effect
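50 nM final substrate added after 15 min RT preincubation of 10 nM Pol kappa with compound; fluorescence read at 0 and 10 min.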
APE1 inh = qHTS Assay for Inhibitors of the Human Apurinic/apyrimidinic Endonuclease 1 (APE1); DNA repair nuclease/redox regulator APEX1 (Homo sapiens), P27695; recombinant APE1, TAMRA/BHQ-2 abasic DNA cleavage fluorescence; Potency, µM (titrated, usually from 65.8 µM), for the others: at the top dose activity change, negative = inhibition, usual class: inhibitors; 350,000 compounds, 0.35% hits;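 note: potency is the fitted concentration of half-maximal effect; plate controls were vehicle for no effect and reference inhibitor for full effect; nearly all actives have a fitted effect of over 55% in size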
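Incision of a quenched TAMRA/BHQ-2 THF abasic-site duplex (50 nM) by 0.75 nM APE1, after 15 min compound preincubation, measured as fluorescence increase over three 60 s reads. Values normalized to buffer, DMSO and NSC13755 control wells.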
POLH inh = qHTS for Inhibitors of Polymerase Eta. DNA polymerase eta (Homo sapiens), Q9Y253. recombinant Pol eta, fluorescent DNA replication assay. Potency, µM (series often up to 114 µM), inactives show at the highest dose activity change, negative = inhibition, usual class: inhibitors. 390,000 compounds, 1.2% hits; note: potency is the fitted concentration of half-maximal effect; % is set by controls: 0 for no effect and ±100 for the full control effect
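Pol eta at 10 nM preincubated with compounds 15 min at room temperature; reaction started with fluorescent substrate (50 nM final) and read kinetically at 0 and 10 min.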
RGS4 inh = Inhibitors of Regulator of G Protein Signaling (RGS) 4: qHTS. Transcreener GDP fluorescence polarization, RGS4-accelerated GTP hydrolysis. AID 504845, 2011. 390,000 compounds, 0.039% hits. Regulator of G-protein signaling 4 (Homo sapiens), P49798. Potency, µM (doses to about 114 µM), inactives show at the highest dose activity change, negative = inhibition, most hits filed as inhibitors; note: potency is the fitted concentration of half-maximal effect; % is set by controls: 0 for no effect and ±100 for the full control effect; nearly all actives have a fitted effect of over 75% in size; some results filed as inactive show a strong effect at the top dose
Target sequence (P49798 whole entry, looked up): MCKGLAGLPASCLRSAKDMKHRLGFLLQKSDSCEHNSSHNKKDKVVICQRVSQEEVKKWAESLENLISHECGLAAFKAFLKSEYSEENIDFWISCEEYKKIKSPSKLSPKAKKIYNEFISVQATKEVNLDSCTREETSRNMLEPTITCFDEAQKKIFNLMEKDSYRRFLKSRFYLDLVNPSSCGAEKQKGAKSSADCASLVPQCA
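MLSMR compounds (23 nl, pin-transferred) preincubated 10 min at room temperature with a 500nM (2x) first reagent, then RGS4 at 900nM (2x) plus Transcreener GDP mix added; fluorescence polarization (620/688 nm) read before and after 90 min at 30 °C.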
Pol beta inh = qHTS Assay for Inhibitors of DNA Polymerase Beta; Potency, µM (titrated, usually from 114 µM), for inactives: at the highest dose activity change, negative = inhibition, usual class: inhibitors; Pol beta primer extension/strand displacement, fluorescence kinetic; P06746; 340,000 compounds, 1.3% hits; note: potency is the fitted concentration of half-maximal effect; % is set by controls: 0 for no effect and ±100 for the full control effect
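Pol beta (10 nM) and compounds were preincubated 15 min at room temperature, then 50 nM substrate (final) started primer extension/strand displacement. Reads were taken at 0 and 10 min; concentration-response data were fitted to a four-parameter Hill equation.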
* hit, by the source's call; ? = inconclusive; / = no result given; [ ] = remark or other dose. Unless noted, calls come from the whole dose curve; as a rule, active = well fitted curve in the direction sought with a large enough effect; inconclusive = small, poorly fitted or top-dose-only effect, or another doubt; inactive = no such curve, though single readings can be large; an effect the other way counts as inactive or inconclusive. The list is partial (hit frequency here may not be typical).

SMILES | 12-LOX inh | LDHA inh | Anesthetic bind | ERG Ets-DNA blk | POLK inh | APE1 inh | POLH inh | RGS4 inh | Pol beta inh
CC(C)CCNC(=S)Nc1ccccc1F | -10% | -1 | -6% | -6% | 1% | 4% | -20% | -8% | 85%
COc1cccc(C2Nc3ccccc3C(=O)N2Cc2ccccc2)c1 (centres undefined) | 19% | -4 | / | -1% | -2% | / | -23% | 9% | /
COc1ccc(CNc2ccccn2)c(O)c1 | 0% | 1 | -14% | 12% | 2% | 7% | -13% | -2% | 22%
COc1ccccc1C(=O)NCCC(=O)N1CC(=O)Nc2ccccc21 | 0% | -4 | -4% | 5% | -14% | 1% | 0% | 8% | -14%
Cc1nn(-c2ccccc2)c2nc(Cl)c(C(=O)O)cc12 | -7% | -4 | -8% | 11% | 2% | 3% | -12% | -27% | -16%
CCCC(=O)CN1C(=O)C2(OCCO2)c2ccccc21 | -6% | -3 | -12% | -15% | -12% | 0% | -10% | -16% | -14%
CC(C)(C)c1ccc(S(=O)(=O)N2CCCC2C(=O)NC2=NCCS2)cc1 (centres undefined) | -4% | -2 | -17% | -2% | -13% | 0% | -7% | 31% | 39%
CCOC(=O)/C(=C\c1ccccc1)C(=O)c1cc(C(C)=O)c(Nc2ccccc2)s1 | 0% | 6 | -15% | 1% | -3% | 2% | -7% | -2% | 22%
CCO[C@@H]1OC(C(N)=O)=C[C@H](c2ccccc2)[C@H]1CCCO | 0% | 4 | -2% | 0% | 15% | 1% | -13% | 13% | 11%
Cn1nc(C(=O)NC(C)(C)C)c2ccccc21 | -22% | -3 | -2% | / | -14% | 4% | -8% | 15% | 8%
COC(=O)c1ccc(-n2nnc(-c3nc(-c4ccccc4Cl)no3)c2C)cc1 | 3% | -6 | -4% | 8% | -5% | / | / | -1% | 1%
Cc1ccccc1NC(=S)NC1CC2CCC(C1)N2Cc1ccco1 (centres undefined) | 19% | 0 | -8% | 8% | 9% | -1% | 1% | 10% | 18%
Cc1cccc(C)c1OCCNC(=O)CCC(=O)c1ccccc1 | -15% | -1 | -13% | -9% | -8% | 1% | -26% | -21% | 10%
CCOC(=O)C1=CN(Cc2ccco2)S(=O)(=O)N(C)C1c1cccc(OC)c1 (centres undefined) | -2% | -4 | / | 5% | -4% | -7% | -6% | -7% | /
FC(F)C(F)(F)C1=CC(c2cccs2)=NCCN1 | 0%[57.4 µM] | -1 | -12% | 0% | -2% | 6% | -16% | -24%[11.4 µM] | -5%
CC(=O)N1CCc2cc(S(=O)(=O)NC(C(=O)NC3CCCc4ccccc43)C(C)C)ccc21 (centres undefined) | 0%[57.4 µM] | 1 | -2% | -4% | -11% | 9% | -9% | -4%[11.4 µM] | 32µM*
Cc1ccc(S(=O)(=O)N2CCCCC2)cc1C(=O)N(C)CC(=O)Nc1cccc(F)c1 | -19% | -2 | / | 1% | -7% | -4% | -21% | -34% | /
Cn1c(SCc2ccccc2Cl)nc(=O)c2c1NC(=O)CC2c1cc(F)ccc1F (centres undefined) | 1% | -7 | -3% | 0% | -10% | / | -5% | -3% | -1%
O=C1CCC(=O)N1c1ccc(CSc2nc3ccccc3[nH]2)cc1 | -49% | -5 | -12% | -1% | 2% | 6% | -10% | -36% | 1%
COc1cc(/C=C2/SC(=O)N(CC(=O)N3CCCC3)C2=O)ccc1Oc1ccc([N+](=O)[O-])cn1 | 44%[activator] | -8 | -4% | -14% | -6% | 56%[activator] | 10% | -9% | -1%
COc1cccc(NC(=O)CN(C)C(=O)c2ccccc2CCc2ccccc2)c1 | -13% | -3 | -11% | 6% | -6% | -27% | -11% | 2% | 3%
CN(C)CCOc1nc(-c2ccccc2)nc2c1oc1ccccc12 | 40% | -7 | -6% | -4% | -21% | -11% | ? | 23% | 45µM*
Cc1cnc(NC(=O)CSc2nc3ccccc3s2)s1 | 0% | -4 | ? | 0% | -7% | 2% | -18% | 5% | 1%
CCN(CC)CCCNC(=O)C1CCC(CNS(=O)(=O)c2ccc(Cl)cc2)CC1 (centres undefined) | 0% | -4 | -4% | 11% | -11% | 25% | -15% | 14% | -1%
CN(C)CCCNC(=O)c1ccc(CN(c2ccccc2)S(C)(=O)=O)cc1 | 0% | -5 | -10% | -4% | -20% | 2% | -4% | 7% | 0%
SMILES | 12-LOX inh | LDHA inh | Anesthetic bind | ERG Ets-DNA blk | POLK inh | APE1 inh | POLH inh | RGS4 inh | Pol beta inh
O=C(Cn1cnc2ccccc21)OCC(=O)N1CCc2ccccc2C1 | ? | 3 | -20% | 7% | -13% | -1% | 7% | 28% | 37%
Cc1ccc(S(=O)(=O)N2CCN(c3nc(CN4CCCC4)nc4sc(C)c(C)c34)CC2)cc1 | 9% | -6 | / | 0% | -4% | 33% | -23% | 0% | /
Cc1csc(SCC(=O)Nc2ccc(C)c(F)c2)n1 | 4% | -9 | / | -4% | -13% | 3% | -11% | 3% | /
CCOc1ccc(Nc2oc(/C=C/c3ccc(OC)c(OC)c3)nc2C#N)cc1 | -11% | -8 | 4% | 3% | -2% | / | -16% | 24% | 32%
COc1ccc(-c2cc(-c3nnc(COC(=O)C4CC4C)o3)c3ccccc3n2)cc1OC (centres undefined) | -15% | -10 | 2% | -3% | -3% | -5% | -13% | 21% | 7%
COc1ccc(CCNc2ncnc3c2cnn3-c2ccc(C)cc2)cc1 | 28µM* | 0 | -12% | -2% | -10%[60.1 µM] | / | -15% | -4% | 7%
CCCS(=O)(=O)c1c(Nc2ccccc2C)sc(C(=O)c2ccccc2)c1N | -10% | -7 | 53%[activator] | 0% | -25% | / | -12% | 15% | 10%
Cc1cc(/C=N/NC(=O)COc2cccc3cccnc23)c(C)n1-c1ccc(O)cc1 | 2% | -3 | -17% | -5% | -11% | 0% | -1% | 4% | 2%
CCCN(CCC)C(=O)Nc1ccc(F)cc1F | 13% | -1 | 7% | 1% | 8% | 3% | -17% | -15% | -1%
O=S(=O)(c1ccccc1)c1nc(-c2ccccc2F)oc1NCc1cccnc1 | -1% | -10 | -6% | 17% | 1% | -10% | -6% | 4% | -8%
O=C(CSc1ccccn1)N1CCN(c2ccccc2)CC1 | -24% | -5 | 1% | -2% | -16% | 2% | -5% | -28% | -1%
O=C(CC1CCCCC1)N1CCN(c2ccccn2)CC1 | 24% | -9 | 13% | / | -4% | -1% | -1% | 23% | 6%
CCOc1ccc(N(CC(=O)NCCSCc2ccc(Cl)cc2)S(C)(=O)=O)cc1 | 5% | -17 | -15% | 1% | -11% | -3% | -1% | 1% | -1%
O=C(c1cccc(C(F)(F)F)c1)C1CCCN(C(=O)CCCN2CCCC2=O)C1 (centres undefined) | -15% | 0 | -12% | 0% | 1% | 6% | -12% | 23% | -1%
CCOc1ccc(-n2c(-c3ccc(Br)cc3)cc3c2CC(C)(C)CC3=O)cc1 | 0% | -2 | -13% | -9% | -8% | / | -18% | -6% | 24%
CCOc1ccc(C(=O)Cc2ccccc2)cc1 | -6% | -5 | / | / | -25% | / | -11% | -3% | /
COCCNCCCOc1ccc(C)cc1Br | ? | -17 | -4% | 3% | -4% | 6% | -4% | 11% | 6%
CCOC(=O)c1cc(CC)sc1/N=C/C1=C(O)CCCC1=O | -9% | 8 | -3% | 11% | -9% | 2% | -2% | -4% | 35%
CC1=C(C(=O)Nc2ccc(C)cc2C)C(c2cc(Br)ccc2F)n2ncc(C(=O)Nc3ccc(C)cc3)c2N1 (centres undefined) | 0% | -17 | -4% | -4% | 7% | / | -18% | -8% | 81%
COc1cccc(C(=O)NCCS(=O)(=O)NCc2ccc(Cl)cc2)c1 | -24% | -5 | / | -3% | -13% | 0% | -2% | 6% | /
CCOC(=O)c1c(N)sc(C(O)(C(F)(F)F)C(F)(F)F)c1-c1ccc(OC)cc1OC | 9% | 3 | -24% | / | -6% | 3% | -20% | -11% | 9%
CCOc1ccc2nc(NC(=O)CSCC(=O)Nc3cc(C)on3)sc2c1 | ? | -3 | / | 0% | 3% | 30% | -13% | -19% | /
CCN(CC)S(=O)(=O)c1ccc(C(=O)NCc2n[nH]c(=S)n2Cc2ccccc2)cc1 | 25µM* | -2 | -12% | -2% | -1% | 13% | -9% | -24% | -1%
